Screening results as filed in PubChem.
HT1080NT lethal: kills 2HG-producing HT-1080-NT fibrosarcoma cells | Potency, µM (titrated, usually from 46.1 µM), without a hit: at the top dose activity, negative = less viability, usual class: cytotoxic | HT-1080-NT fibrosarcoma viability, CellTiter-Glo ATP luminescence, 48 h | 360,000 tested, 1.6% active;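 also: NT is the 2HG producing partner of a matched IDH1 knockdown line; potency is read from the fitted curve at half-maximal effect; 0% = DMSO-treated cells and -100% = media-only wells without cells; nearly all actives have a fitted effect of over 55% in size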
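Viability by CellTiter-Glo luminescence after 48 h compound exposure at 37C of HT-1080-NT cells (750/well, RPMI, 5% FBS). % activity scaled between DMSO wells and medium-only wells, then curve-fitted and categorized by curve class.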
IL1B secr inh: inhibitors of inflammasome signaling (IL-1 beta secretion) | AID 743279 | activity change, % at 57.5 µM | 360,000 tested, 4.7% active | THP-1 LPS/ATP IL-1B secretion, AlphaLISA, 16 h; hits give low values; in the data active = activity change below about -50%; inconclusive = mostly about -30% to -49%; also: % is scaled to controls: 0 for no effect and ±100 for the full control effect
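Secreted IL-1B measured by AlphaLISA bead assay after 16 h compound exposure of THP-1 cells; compounds (final up to 57.5 uM) added 1 h before LPS (250 ng/mL) and ATP (1.25 mM) stimulation; lower signal means less secretion.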
SW480 rereplic: induces DNA re-replication in SW480 colon adenocarcinoma cells; 340,000 tested, 1.8% active; Potency, µM (top dose mostly 46.1 µM), without a hit: at the highest dose re-replication activation, hits mostly activators; SW480 DNA re-replication, Hoechst DNA content imaging, 48 h; AID 624297; also: potency is read from the fitted curve at half-maximal effect; % of control where 0% means no effect; nearly all actives have a fitted effect of over 55% in size
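Image-based read-out: total Hoechst fluorescence of nuclei (405 nm excitation, 500-530 nm emission), with hits raising the fraction of high-intensity nuclei. SW480 colon cells incubated 48 hr with compounds at 37 C.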
HT1080 IDH1KD tx: toxicity to HT-1080 IDH1 knockdown cells (counter line); Potency, µM (series often up to 46.1 µM), without a hit: at the highest dose activity, negative = toxicity, most hits filed as cytotoxic; 360,000 tested, 2% active; HT-1080 IDH1 knockdown viability, ATP luminescence, 48 h; AID 686971;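 also: potency is read from the fitted curve at half-maximal effect; 0% = DMSO wells and -100% = cell-free medium wells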
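Luminescent ATP read-out (CellTiter-Glo, 10 min at room temperature) after 48 h compound exposure at 37 °C gave viability of IDH1-knockdown HT-1080 cells. Activity was normalised to DMSO and cell-free wells, then fitted as concentration-response curves.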
KB-V1 cytotox: kills drug-selected multidrug resistant KB-V1 cells; Potency, µM (doses to about 46.1 µM), without a hit: top-dose activity change, negative = cytotoxicity, most hits filed as cytotoxic; KB-V1 MDR cells viability, CellTiter-Glo, 72 h; 400,000 tested, 3.4% active; AID 1347076; also: potency is read from the fitted curve at half-maximal effect; % is scaled to controls: 0 for no effect and ±100 for the full control effect; nearly all actives have a fitted effect of over 60% in size
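Luminescent ATP read-out (CellTiter-Glo, 10 min) measures survival of drug-selected KB-V1 MDR cells after 72 h, 37 degrees C compound exposure. Medium: phenol-red-free DMEM, 10% FBS. Values from fitted concentration-response curves.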
GLP1R cytotox: cytotoxic in the GLP-1 receptor inverse agonist counter-screen; HEK293 cAMP-luciferase reporter cells, luminescence, 24 h; Potency, µM (series often up to 38.3 µM), without a hit: at the highest dose activity change, negative = inhibition, usual class: inhibitors; 410,000 tested, 0.13% active;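 also: loss of luciferase light is scored as toxicity; potency is read from the fitted curve at half-maximal effect; % is scaled to controls: 0 for no effect and ±100 for the full control effect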
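A 23 nL compound transfer followed 12 hours of cell culture at 37 deg C; exposure then lasted 24 hr. Luciferase assay detection reagent was dispensed and plates read for luminescence after a 12 min room-temperature wait.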
D3 ag: activates the human D3 dopamine receptor; P35462; D3R DiscoveRx beta-arrestin cells, luminescence, 90 min; max activation, %; 410,000 tested, 0.58% active; in the data active = max activation above about 30%; also: 0% is about no effect; mostly tested at two doses, the higher about 12 µM
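Cells at 1500/well, incubated overnight, then treated with pinned compounds (dopamine as control) for 90 min at 37 degrees C. DiscoveRx reagent added for 30 - 60 minutes at room temperature; luminescence read.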
KB-3-1 tox: kills parental KB-3-1 adenocarcinoma cells; AID 1347075; KB-3-1 viability, CellTiter-Glo ATP luminescence, 72 h; 400,000 tested, 1.4% active; Potency, µM (series often up to 46.1 µM), without a hit: at the highest dose activity change, negative = cytotoxic, actives largely listed as cytotoxic; also: potency is read from the fitted curve at half-maximal effect; % is scaled to controls: 0 for no effect and ±100 for the full control effect; nearly all actives have a fitted effect of over 60% in size
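Here the drug-naive KB-3-1 line serves as comparator for MDR sub-line selectivity; cells received compound titrations, 72 h at 37 °C, then CellTiter-Glo readout.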
MCF10A rereplic: inducers of DNA re-replication in MCF 10A breast cells; MCF 10A DNA re-replication, Hoechst nuclear intensity, 48 h; Potency, µM (titrated, usually from 46.1 µM), for the others: at the top dose activity, positive = re-replication, hits mostly activators; 350,000 tested, 2.9% active; AID 624296; also: potency is read from the fitted curve at half-maximal effect; % of control where 0% means no effect; nearly all actives have a fitted effect of over 50% in size
* hit, by the source's call; u = inconclusive; x = no result given; ! = repeats disagree; [ ] = dose if it differs, or a comment. Unless noted, calls follow the shape of the dose curve; as a rule, active = well fitted curve in the direction sought with a large enough effect; inconclusive = small, poorly fitted or top-dose-only effect, or another doubt; inactive = no such curve, though single readings can be large; an effect the other way counts as inactive or inconclusive. Only part of the results is shown; rates above refer to the full screens.

SMILES	HT1080NT lethal	IL1B secr inh	SW480 rereplic	HT1080 IDH1KD tx	KB-V1 cytotox	GLP1R cytotox	D3 ag	KB-3-1 tox	MCF10A rereplic
CC(C)(C)c1ccc(C(=O)NCc2ccco2)cc1	3%	u	-17%	0%	0%	0%	1	6%	u
O=C(CCC(=O)N1CCOc2ccc(Cl)cc21)N1CCC2(CC1)OCCO2	16%	9	-3%	22%	-22%	-11%	-4	-1%	-3%
O=C1/C(=C\c2ccc([N+](=O)[O-])cc2)N2CCC1CC2	11%	-64*	0%	-1%	-4%	12%	-2	-3%	u
Brc1ccc(-[n+]2c(-c3ccccc3)cc(-c3ccccc3)cc2-c2ccccc2)cc1	16µM*	-83*	u	13µM*	-10%	-24%	-15	u	u
O=C1CN=C(c2ccccc2)c2cc(Br)ccc2N1	0%	16	7%	-5%	2%	-5%	0	0%	7%
Cn1cc(C(=O)NCc2ccccc2)c2ccccc21	-1%	-25	0%	-7%	-4%	0%	-4	-19%	3%
CCOC(=O)c1ccc(NC(=O)N2CC3CC(C2)c2cccc(=O)n2C3)cc1 (centres undefined)	-10%	0	-2%	-5%	1%	-4%	-4	6%	18%
O=C(C[N+]12CCN(CC1)CC2)NCCc1ccc(Cl)cc1Cl	4%	u	-15%	14%	20%	2%	-1	13%	u
CC(=O)c1cccc(NC2=NCC(C)S2)c1 (centres undefined)	-1%	2	21%	4%	u	3%	0	-15%	0%
CC12CC1(C)C(=O)N(c1cc(Cl)cc(Cl)c1)C2=O (centres undefined)	-2%	-7	15%	1%	-21%	7%	1	0%	-1%
O=C1NC(=O)N(CCc2ccc(F)cc2)C(=O)/C1=C/c1cccs1	u	-97*	u	-27%	-5%	-3%[0.307 µM]	-8	-9%	u
COC(=O)Cn1cc(C=C2C(=O)NC(=O)NC2=O)c2ccccc21	3%	20	5%	1%	2%	-8%	3	1%	1%
Cc1ccc(CN2Cc3ccc(Br)cc3-n3nncc3C2)cc1	13%	-2	x	-11%	0%	4%	-11	0%	x
CN1CC(C(=O)c2ccc(Cl)cc2)C(c2ccc(N(C)C)cc2)C1 (centres undefined)	0%	u	-29%	-1%	-27%	8%	-8	-6%	-7%
CC(=O)Nc1ccc(OC(=O)N2CCCCC2)cc1	-5%	-12	4%	-2%	4%	3%	-1	0%	-3%
CC1(C)c2[nH]c3ccccc3c2C[C@H]2C(=O)N(Cc3ccccc3F)C(=O)N21	x	x	u	x	u	x	x	u	u
OCC[N+]12CCC(CC1)C(C(O)(c1ccccc1)c1ccccc1)C2 (centres undefined)	5%	-17	-7%	10%	24%	-7%	-23	-1%	3%
O=C(CCCCCn1c(=S)[nH]c2ccccc2c1=O)N1CCC2(CC1)OCCO2	5%	22	-15%	4%	0%	-12%	4	15%	3%
COCCN1C(=O)NC(=O)/C(=C\c2ccc(F)cc2)C1=O	4%	0	-5%	-4%	-1%	3%	-1	-6%	5.2µM*
CC(=NCCc1ccccc1)c1c(O)n(C)c(=O)n(C)c1=O	-2%	21	3%	-13%	-14%	-22%	0	-9%	17%
NC(N)=N/N=C/c1ccc(N2CCOCC2)cc1	u	50	6.5µM*	-19%	-7%	2%	1	u	u
COc1cccc(C(=O)C2CCCN(Cc3cccc(C)n3)C2)c1 (centres undefined)	-1%	18	-3%	-9%	-17%	u	-6	1%	15%
O=C(Nc1ccc(OC(=O)N2CCCCC2)cc1)N1CCOCC1	10%	40	-6%	12%	3%	13%	7	6%	-1%
COc1ccc(Sc2cnn(-c3ccccc3)c(=O)c2Cl)cc1	-4%	u	-3%	-29%	-33%	-21%	-2	-2%	u
CCCCn1c(NS(=O)(=O)c2ccc(C)cc2)c(C(=O)OCC)c2nc3ccccc3nc21	-2%	-7	13%	-4%	u	342%[activator]	-10	0%	u
CCCCOCCCN1C(C)=CC(=C2C(=O)NC(=S)NC2=O)C=C1C	11%	-4	-1%	8%	0%	-9%	-5	9%	1%
CC(C)CCOP(N)(=O)Oc1ccccc1Cl (centres undefined)	4%	-5	4%	-2%	-7%	1%	-10	-30%	-6%
CC(C)CN1CCN(Cc2c(F)cccc2Cl)CC1CCO (centres undefined)	18%	-2	6%	16%	4%	137%[activator]	-2	-1%	27%
COc1cccc(C2=NOC(C(=O)N3CCC4(CC3)OCCO4)C2)c1 (centres undefined)	-2%	-10	-2%	3%	13%	6%	-6	-1%	-1%
CCc1cc(=O)oc2c(C)c(OCC(=O)N3CCC[C@@H]3C(=O)O)ccc12	3%	13	-1%	7%	1%	2%	9	0%	-11%
Cc1cc(NC(=O)COC(=O)c2c(C)nn(Cc3ccccc3)c2Cl)no1	-6%	12	1%	-13%	-15%	-19%	-4	0%	9%
C[C@]12C[C@@H](O)[C@H](O)CC1=CCC1C2CC[C@@]2(C)C1CC[C@@H]2O (some centres undefined)	-2%	30	3%	2%	1%	3%	-5	10%	-43%[inhibitor]
O=C1NCN(c2ccccc2)C12CCN(C(c1cc3ccccc3o1)c1nnnn1C1CCCCC1)CC2 (centres undefined)	u	u	x	u	-29%	-20%	11	u	x
CC1=C(C(=O)Nc2ccccc2)SCCO1	27%	20	u	7%	-1%	-7%	6	0%	-25%
CC(c1ccccc1)(c1ccccc1)c1ccncc1	u	-64*	0%	u	-23%	-2%	-6	-1%	21%
C=CCn1c(O)c(C=NCCN2CCNCC2)c(=O)[nH]c1=O	-2%	9	-5%	-1%	1%	5%	-10	0%	0%
O=c1[nH]c(=S)n(-c2ccccc2F)c(O)c1C=Nc1ccc(N2CCOCC2)cc1	1%	-8	3%	-1%	1%	-4%	-5	-2%	u
COc1ccc2c(c1)[nH]c1c(C)nccc12	0%	-72*	u	-7%	23µM*!	17%	-20	u	u
Cc1cc(C(=O)OCC(=O)Nc2c(F)cccc2F)c(C)n1C1CC1	6%	16	0%	1%	14%	8%	3	6%	-5%
Fc1ccc(CNCCc2ccccc2F)cc1	11%	-27	-2%	10%	8%	-18%	-11	-5%	-3%
CC12CCC3C(CC=C4CC5(CCC43C)OCCO5)C1CCC2=O (centres undefined)	19%	51	-4%	24%	-10%	-4%	17	0%	11%
O=C(NCCN1CCC(n2c(=O)[nH]c3ccccc32)CC1)c1ccc2ccccc2c1	-75%	x	x	u	u	-11%	-10	u	x
O=C(c1cn(Cc2ccccc2)c2ccccc12)C1CC1	-1%	-22	1%	-14%	u	-2%	10	-11%	-1%
Cc1ccc(OCCSC2=NN2c2cc(C)nc(N)n2)cc1	3%	8	-1%	0%	-15%	1%	1	-1%	-5%
O=C(c1ccc(Cl)cc1)C1CCCN(Cc2ccc3ncccc3c2)C1 (centres undefined)	-23%	-11	-2%	-28%	4.1µM*	3%	-14	u	u

Grouped by structure, the entries above with bromine.
SMILES	HT1080NT lethal	IL1B secr inh	SW480 rereplic	HT1080 IDH1KD tx	KB-V1 cytotox	GLP1R cytotox	D3 ag	KB-3-1 tox	MCF10A rereplic
Brc1ccc(-[n+]2c(-c3ccccc3)cc(-c3ccccc3)cc2-c2ccccc2)cc1	16µM*	-83*	u	13µM*	-10%	-24%	-15	u	u
O=C1CN=C(c2ccccc2)c2cc(Br)ccc2N1	0%	16	7%	-5%	2%	-5%	0	0%	7%
Cc1ccc(CN2Cc3ccc(Br)cc3-n3nncc3C2)cc1	13%	-2	x	-11%	0%	4%	-11	0%	x

(more compounds)
SMILES	HT1080NT lethal	IL1B secr inh	SW480 rereplic	HT1080 IDH1KD tx	KB-V1 cytotox	GLP1R cytotox	D3 ag	KB-3-1 tox	MCF10A rereplic
C[C@]12CCC(OC(=O)CCC(=O)O)CC1=CCC1C2CC[C@]2(C)C(=O)CCC12 (some centres undefined)	6%	-8	23%	2%	-1%	8%	21	-3%	11%
COc1ccc(Nc2nc(NC(C)C)nc3ccsc23)cc1OC	u	-89*	x	-26%	u	-14%	1	u	x
CO[C@H]1CC=C2CCN3CCC4=C(CC(=O)OC4)[C@]23C1	-16%	-1	12%	3%	15%	-3%	15	0%	u
COC(=O)CC1(CC(=O)OC)C(=O)NC(=O)NC1=O	-2%	6	2%	2%	-4%	14%	-4	3%	-1%
CC(=O)Nc1ccc2c(c1)CC1(C(=O)N(C)C(=O)N(C)C1=O)C1CCCN21 (centres undefined)	14%	-9	-9%	2%	4%	-18%	-1	7%	1%
Cn1c(O)c(C=NCCCCCCCCCCC(=O)O)c(=O)n(C)c1=O	-3%	22	18%	-4%	-4%	9%	1	-24%	-1%
CCC(CO)(C(=O)OC1CC2CCC(C1)N2C)c1ccccc1 (centres undefined)	-3%	4	-6%	7%	7%	4%	-6	0%	-5%
COc1ccc2[nH]c3c(c2c1)CCN=C3C	19%	-3	u	0%	-12%	-4%	3	0%	1%
Clc1ccc(C2NCCc3[nH]cnc32)cc1 (centres undefined)	4%	-4	0%	-4%	5%	4%	0	-2%	3%
CCc1c(C)nc(N)nc1N1N=C1SC	7%	-1	1%	2%	3%	1%	13	0%	-3%
C=CCn1c(=O)c(C=Nc2cccc([N+](=O)[O-])c2)c(O)n(CCCC)c1=O	-17%	5	-8%	-16%	11%	-11%	4	4%	10%
CN1CCc2cc3c(cc2C1)OCO3	-4%	-4	22%	-4%	3%	15%	-14	-9%	-1%
CCCNC(=O)N1[C@H]2CC[C@@H]1C(C(=O)OC)=C(c1cccc(OC)c1OC)C2	14%	26	-1%	1%	2%	-12%	-17	9%	-11%
CCC1(CCC(C)C)C(=O)NC(=O)N(c2ccccc2)C1=O (centres undefined)	13%	11	x	16%	u	-12%	-6	4%	x
COc1cccc(CN2CC=C(c3ccc(F)cc3)CC2)c1	-10%	-8	0%[9.22 µM]	-20%	15%	6%	-26	-3%	-5%
